Source: PubChem
Fh CTSL1 inh: Fasciola hepatica cathepsin L1 inhibitors, primary screen, counter-screen for PFM18AAP inhibitor project, biochemical, QFRET, fluorogenic peptide substrate; recombinant F. hepatica cathepsin L1, Z-Leu-Arg-MCA fluorescence; inhibition, % at 5.96 µM; 300,000 compounds, 0.49% hits; AID 1906, 2009;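 active = inhibition above the mean of all tested compounds plus 3 SD, set per screening campaign, cut at about 17% in these data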;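 note: 0% = plate median of test compound wells and 100% = 1 µM Z-Phe-Ala-diazomethylketone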
JMJD2C inh: inhibitors of GASC-1 histone demethylase, primary screen, biochemical, fluorescence, DELFIA europium. Lysine-specific demethylase 4C (Homo sapiens), Q9H3R0. GST-JMJD2C(1-420) H3K9me3 demethylation. inhibition, % at 2.35 µM. 330,000 compounds, 0.069% hits. AID 2099, 2009;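 active = more than half of a compound's replicate wells show inhibition beyond 50%, single wells judged on their own value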;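 note: signal counts dimethyl H3K9 product captured on neutravidin plate; 0% = median of DMSO wells and 100% = 0.3 times that DMSO median; strong numbers were not always called active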
GRK2 inh: compounds blocking aptamer binding on GRK2 – biochemical, human GRK2, bead flow cytometry, HTS, primary screen. Beta-adrenergic receptor kinase 1 (Homo sapiens), P25098. FAM-aptamer displacement from GRK2. inhibition of aptamer binding, % at 10 µM. 330,000 compounds, 0.59% hits;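 active = inhibition of aptamer binding above 40%, roughly 3 SD of noise, on plates passing a quality check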;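 note: median bead fluorescence of bound FAM aptamer so fluorescent compounds give negative values; no value below 0 was filed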
HCV core dimer: inhibitors of HCV core protein dimerization, primary screen, biochemical, TR-FRET, high-throughput; TR-FRET GST/Flag-core106 dimerization, 1536-well; inhibition, % at 5 µM; 300,000 compounds, 0.33% hits; AID 1899, 2009;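 active = inhibition above the mean of all tested compounds plus 3 SD, set per screening campaign, cut at about 45% in these data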
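Assay system – GST-tagged and Flag-tagged HCV core protein residues 1-106 · Quantity – core106 proteins, GST 13.5 nM and Flag 17 nM · Benchmarks – unlabelled core106 and no-GST-core106 wells · Read-out basis – percent inhibition of core106 dimerization signal · Detection – time-resolved FRET, ex 340 nm, em 617 and 671 nm · Schedule – 4 h at 22.5 °C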
VLA-4 inh: inhibition in human VLA-4 binding assay, primary screen, VLA-4 allosteric modulator project, MLPCN library, flow cytometry, VLA-4 expressing cells; 330,000 compounds, 0.2% hits; ligand binding flow cytometry; inhibition, % (about 7 µM as worked out from the volumes in the protocol); AID 2557, 2010; in the data active = inhibition above about 50%
PP1 counter: PP1-alpha phosphatase inhibitors, primary screen, counter-screen for PP5 inhibitor project, biochemical, fluorescence, OMFP substrate, single point; purified PP1alpha; AID 2235, 2010; 320,000 compounds, 0.9% hits; Serine/threonine-protein phosphatase PP1-alpha catalytic subunit (Homo sapiens), P62136; inhibition, % at 6.7 µM;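 active = inhibition above the mean inhibition of all tested compounds plus 3 SD, computed separately for each screening campaign, cut at about 15% in these data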
procasp3 activ: activators of human procaspase-3 D3A mutant, primary screen, biochemical, absorbance, PC-3 D3A mutant, single concentration | Caspase-3 (Homo sapiens), P42574 | recombinant procaspase-3 D3A, Ac-DEVD-pNA absorbance 405 nm | activation, % at 8.5 µM | 330,000 compounds, 0.11% hits | AID 463141, 2010;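 active = activation above the mean of all tested compounds plus 3 SD, cut at about 21% in these data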;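 note: 0% = DMSO alone and 100% = DMSO wells spiked with extra 5 µM PC-3 D3A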
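Compound: 8.5 µM single point, 0.8% DMSO / Material: Autoprocessing-dead procaspase-3 D3A mutant enzyme / Timing: 1 h preincubation plus 2 h reaction at 25 °C / Medium: Zinc-free HEPES/NaCl buffer with 0.01% Triton X-100 at pH 7.4 / Technique: 405 nm absorbance of p-nitroaniline, reads at 0 and 120 min / Repeats: one well per compound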
PP5 primary: PP5 phosphatase inhibitors, primary screen, biochemical, fluorescence; purified PP5c, OMFP substrate fluorescence; inhibition, % at 6.7 µM; 320,000 compounds, 0.18% hits; AID 1987, 2009;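 active = inhibition above the campaign's mean inhibition across all tested compounds plus 3 SD, cut at about 9.5% in these data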;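 note: 0% = DMSO only and 100% = 100 µM cantharidin control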
Target sequence (P53041 whole entry, looked up): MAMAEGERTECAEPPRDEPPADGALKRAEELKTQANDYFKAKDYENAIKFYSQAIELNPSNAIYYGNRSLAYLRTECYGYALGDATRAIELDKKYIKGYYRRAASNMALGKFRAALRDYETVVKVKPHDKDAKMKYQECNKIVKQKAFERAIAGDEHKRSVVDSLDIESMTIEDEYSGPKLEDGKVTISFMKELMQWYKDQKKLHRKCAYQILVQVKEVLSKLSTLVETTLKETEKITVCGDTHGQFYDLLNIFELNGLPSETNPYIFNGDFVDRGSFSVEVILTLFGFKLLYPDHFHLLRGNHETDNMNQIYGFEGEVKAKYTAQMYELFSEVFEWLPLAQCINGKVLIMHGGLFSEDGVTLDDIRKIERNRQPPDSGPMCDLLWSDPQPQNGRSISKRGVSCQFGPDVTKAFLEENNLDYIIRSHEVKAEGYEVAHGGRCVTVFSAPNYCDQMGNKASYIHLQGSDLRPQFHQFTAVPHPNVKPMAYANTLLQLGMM
procasp7 counter: procaspase-7 activators, primary screen, counter-screen for procaspase-3 activator project, biochemical, absorbance, HTS, human; activation, % at 8.5 µM; recombinant procaspase-7, Ac-DEVD-pNA absorbance 405 nm; D23A/D198A/D206A triple mutant, cannot self-cleave; scale: DMSO 0, 5 µM enzyme 100; 330,000 compounds, 0.093% hits;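 active = percent activation above the screen-wide mean plus 3 SD, cut at about 25% in these data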
Target sequence (P55210 whole entry D23A/D198A/D206A): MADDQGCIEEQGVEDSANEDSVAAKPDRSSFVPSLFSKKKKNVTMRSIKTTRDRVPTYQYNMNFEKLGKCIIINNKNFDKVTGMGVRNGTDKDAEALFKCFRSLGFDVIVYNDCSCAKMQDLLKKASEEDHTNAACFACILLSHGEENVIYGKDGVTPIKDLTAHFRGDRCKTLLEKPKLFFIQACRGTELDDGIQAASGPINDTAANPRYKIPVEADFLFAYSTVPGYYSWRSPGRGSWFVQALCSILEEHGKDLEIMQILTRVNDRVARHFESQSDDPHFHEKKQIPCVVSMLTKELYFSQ
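Assay system: Uncleavable procaspase-7 mutant enzyme; Input: 2 µM procaspase-7 mutant as dispensed; Also added: DEVD-pNA substrate; Medium: Zinc-free HEPES pH 7.4 with 300 mM NaCl, 0.01% Triton X-100; Timing: 1 h compound preincubation, 2 h substrate cleavage, 25 °C; Measured by: Epi-absorbance of released pNA at 405 nm, two timepoints.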
Starred values were filed as active, the others as inactive; i = inactive; . = no result given.

1	CCN1CCN(C(c2cc(OC)c(OC)c(OC)c2)c2nnnn2C(C)C)CC1 (stereo not drawn)
2	O=C(Nc1cccnc1)c1ccc(COc2cc(Cl)ccc2Cl)o1
3	CN1CCC(=NNC(=O)CN(c2ccc(Oc3ccccc3)cc2)S(C)(=O)=O)CC1
4	COc1ccc(N=c2oc3cc(O)ccc3cc2C(=O)NCC2CCCO2)c(OC)c1 (stereo not drawn)
5	COc1ccc(N2C(=O)CC(N3CCN(c4ccc(Cl)cc4)CC3)C2=O)cc1 (stereo not drawn)
6	O=C(C1CC1)N1N=C(C2CCCCC2)CC1(O)C(F)(F)F (stereo not drawn)
7	COc1cccc(-c2nnn(CC(=O)N3CCCCC3)n2)c1
8	O=C1CCCN2N=C(SCC(=O)Nc3cccc(C(F)(F)F)c3)SC2=N1
9	Cn1c(CO)nc2cc(N)ccc21
10	CC1Cc2cc(/C=C3/SC(=S)NC3=O)ccc2O1 (stereo not drawn)
assay / compound	1	2	3	4	5	6	7	8	9	10
PP5 primary	1.8	5.3	2.5	-3.5	0.1	2.7	2.0	0.3	2.8	0.1
GRK2 inh	0	0	0	0	0	2	0	0	0	.
procasp3 activ	-2	-11	-2	-11	0	1	-2	0	-2	-4
procasp7 counter	0	1	1	-16	-5	-3	-1	8	-4	10
VLA-4 inh	14	3	8	22	3	13	8	10	-10	4
Fh CTSL1 inh	1	1	0	4	-2	1	4	0	1	-1
JMJD2C inh	21	-7	1	8	-5	2	2	6	-7	0
PP1 counter	-1	7	-2	2	-1	1	-3	2	0	7
HCV core dimer	-8	-6	-9	-4	-1	3	3	3	-1	2

11	CCOc1ccc(CNC(=O)C2CCN(S(=O)(=O)c3ccc4c(c3)CCCC(=O)N4)CC2)cc1
12	O=C(Nc1nnc(SCc2ccc(F)cc2)s1)C1CC(=O)N(Cc2ccccc2)C1 (stereo not drawn)
13	O=C1C2C3C=CC(C3)C2C(=O)N1c1cccc2cccnc12 (stereo not drawn)
14	Cc1ccc(F)c(N=Cc2c(O)c3ccccc3oc2=O)c1
15	O=C(C1=C[C@H](c2coc3ccccc3c2=O)C[C@H](OCc2ccc(CO)cc2)O1)N1CCOCC1
16	CCOC(=O)C1CCN(Cc2ccc(F)cc2F)CC1
17	Cc1ccc(C(=O)n2nc(C#N)c(C#N)c2N)cc1
18	C=CCC1(CC=C)CCCN1C(=O)CC1C(=O)NCCN1Cc1cccc(OC)c1OC (stereo not drawn)
19	CCN1/C(=C/c2ccc3cc(C)ccc3[n+]2CC)Sc2ccc3sccc3c21
20	CCc1nn(C(C)C(=O)Nc2cccc(C)c2C)c(=O)c2cc3occc3n12 (stereo not drawn)
assay / compound	11	12	13	14	15	16	17	18	19	20
PP5 primary	3.8	1.1	-2.6	2.3	1.6	2.3	-2.3	-1.8	-0.9	-1.9
GRK2 inh	1	1	2	1	8	0	1	0	84*	0
procasp3 activ	13	0	-3	8	7	4	12	0	-10	-3
procasp7 counter	-12	3	0	4	5	-1	4	4	-12	8
VLA-4 inh	16	9	-8	8	-7	7	2	10	i	8
Fh CTSL1 inh	-3	2	0	3	-4	4	-2	-2	2	2
JMJD2C inh	4	-6	-5	-6	128	-8	3	-3	-4	3
PP1 counter	-3	4	0	0	4	-1	-4	3	-1	1
HCV core dimer	-3	18	11	-3	6	-7	-3	2	4	9

21	Brc1ccc(CN2C3=NCCCN3c3ccccc32)cc1
22	O=C(/C=C/c1ccc(Cl)cc1)N(Cc1ccccc1)C1CCS(=O)(=O)C1 (stereo not drawn)
23	Cc1[nH]nc(N)c1-c1ccccc1
24	Cc1ccc(CN2CCN(Cc3cn[nH]c3-c3ccccc3)CC2CCO)o1 (stereo not drawn)
25	O=C(Cn1cnc2ccccc2c1=O)N1CCOCC1
26	CC(C)n1c(CN2CCN(C)CC2)nc2c1c(=O)n(C)c(=O)n2C
27	O=C(CCNC(=O)c1ccc([N+](=O)[O-])cc1)Nc1ccc(N2CCOCC2)cc1N1CCOCC1
28	O=S(=O)(/N=C(/NS(=O)(=O)c1ccccc1)c1ccccc1)c1ccccc1
29	O=C(CSc1cccc2cccc(Cl)c12)NC1=NCCS1
30	Nc1ncnc(SCc2c(F)cccc2Cl)n1
assay / compound	21	22	23	24	25	26	27	28	29	30
PP5 primary	0.6	2.1	2.8	0.2	1.6	1.4	-4.2	2.1	-0.6	1.3
GRK2 inh	0	0	0	6	0	0	4	0	0	0
procasp3 activ	-6	6	-2	-4	-3	5	2	-8	-4	6
procasp7 counter	-4	7	4	-8	8	1	6	0	-6	1
VLA-4 inh	-8	26	6	8	-4	0	-14	16	-5	4
Fh CTSL1 inh	5	1	-1	1	4	0	4	1	-10	-3
JMJD2C inh	-22	-31	3	2	-2	3	1	-8	2	-1
PP1 counter	-1	4	-1	-5	-4	1	-4	1	-3	-4
HCV core dimer	-4	2	2	-4	4	-1	2	-3	19	0

31	CNC(=O)c1cc(S(=O)(=O)Nc2ccc3c(c2)OCCO3)ccc1C
32	O=C(c1ccccc1)c1c[nH]c(C(=O)NCc2cccnc2)c1
33	COC(=O)c1cc(-c2cccc([N+](=O)[O-])c2)c2c(=O)n(C)c(=O)n(C)c2n1
34	Cc1nnc(NC(=O)CSc2nnc(Cc3cccn3C)n2CCc2ccccc2)s1
35	CCSc1nnc(NC(=O)[C@@H](NC(=O)c2cc(OC)cc(OC)c2)C(C)C)s1
36	CCOC(=O)CN1C(=O)SC(CC(=O)Nc2nccs2)C1=O (stereo not drawn)
37	COc1ccc(-n2ncc3c(SCC(=O)N4CCN(c5ccccc5OC)CC4)ncnc32)cc1
38	Cc1cc(C)c(C#N)c(Nc2ccccc2Cl)n1
39	Cc1cc(NC(=O)CSc2nc3c(c(=O)n2-c2ccccc2)SC(C)C3)no1 (stereo not drawn)
40	COc1cccc(C2C(C(=O)c3cccs3)=C(O)C(=O)N2CCN2CCOCC2)c1 (stereo not drawn)
assay / compound	31	32	33	34	35	36	37	38	39	40
PP5 primary	-0.8	-0.9	-0.1	3.7	0.3	1.8	-1.6	-0.8	2.7	-4.6
GRK2 inh	0	2	79*	5	2	0	0	1	1	0
procasp3 activ	-2	1	5	-8	5	0	9	4	-7	-2
procasp7 counter	-2	-16	10	-6	-2	-13	-1	4	7	-13
VLA-4 inh	1	7	3	-1	2	18	-5	-1	7	6
Fh CTSL1 inh	-2	-4	3	-3	4	2	-2	-3	4	-3
JMJD2C inh	1	20	7	-5	-9	25	5	7	2	-4
PP1 counter	-1	-1	0	-7	-3	3	-3	1	6	1
HCV core dimer	-1	4	-3	1	0	-3	0	7	-16	5

41	O=c1c(Cc2ccccc2)c(O)ccn1CCc1cnc[nH]1
42	O=C(Cn1cncn1)N/N=C/c1cccnc1
43	Cc1cc(C)c(C)c(S(=O)(=O)N2CCN(C(=O)CCc3nc4ccccc4c(=O)[nH]3)CC2)c1C
44	O=C1N/C(=C\c2ccccc2)C(O)=C1C=NCc1ccccc1
45	O=C(NC(NC(=S)Nc1ccc(Cl)cc1Cl)C(Cl)(Cl)Cl)c1cccc([N+](=O)[O-])c1 (stereo not drawn)
46	CCc1ccc(NC(=O)C2CC(=O)Nc3ncnn32)cc1 (stereo not drawn)
47	Cc1ccc2nc(-c3ccccc3)cc(C(=O)N3CCN(S(=O)(=O)c4c(C)noc4C)CC3)c2c1
48	CCC/C(=N\NC(=O)C1CC1)c1ccc(Br)cc1
49	Nn1c(SCC(=O)NCc2ccc3c(c2)OCO3)nnc1C(F)(F)F
50	O=C(O)c1ccccc1C(=O)c1ccc(Sc2ccc(Cl)cc2)c([N+](=O)[O-])c1
51	COCCC(=O)N1CCC(Oc2ccc(C(=O)N3CCCCCC3)cc2)CC1
52	Cc1ccc(/C=N/N=C2\SCC(=O)N2CC2CC2)cc1
53	COc1ccc(/C=N/NC2=NCCCCC2)cc1
assay / compound	41	42	43	44	45	46	47	48	49	50	51	52	53
PP5 primary	-0.4	2.3	0.5	1.9	3.2	-0.3	5.9	2.4	.	1.4	1.6	-1.6	3.1
GRK2 inh	0	0	0	1	0	2	1	0	1	1	0	0	0
procasp3 activ	3	1	-1	6	0	-12	2	-4	-1	6	1	2	10
procasp7 counter	2	-1	5	17	1	10	-2	-3	-1	3	12	1	0
VLA-4 inh	7	0	-19	13	-3	10	7	-15	-2	-5	5	-3	-8
Fh CTSL1 inh	0	-2	-1	4	1	-1	.	5	.	0	-2	2	3
JMJD2C inh	-2	3	0	-1	1	-15	-3	-3	3	15	-3	-5	-1
PP1 counter	-4	3	-2	0	15*	-2	-5	-5	.	8	-1	-3	2
HCV core dimer	-1	-9	4	-6	21	1	.	-7	.	17	-1	-2	-1

The order is random; any-hit rate near 2.6%.
